Screening results from PubChem BioAssay.
Rv3671c protease: Rv3671c serine protease inhibitors, primary screen, biochemical, fluorescence polarization, M. tuberculosis H37Rv. P9WHR9. inhibition, % at 5.96 µM. 0.048% of 320,000 active. AID 2606, 2010; in the data active = inhibition above about 38%;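 also: extracellular domain of Rv3671c used as enzyme; 0% = enzyme with DMSO and 100% = no enzyme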
BH1578 lux ind: inducers of Vibrio cholerae quorum light production without autoinducers, primary screen, BH1578 luxS cqsA deficient, single point; V. cholerae BH1578 lux reporter, luminescence, 6 h; AID 588436, 2011; activation, % at 18.7 µM; 0.16% of 350,000 active; in the data active = activation mostly above about 9.7%, no sharp cut-off; also: not every result past the cut was called active; inactives centre near 0; reference of the scale not given here
MazEF act: activators of E. coli MazEF toxin-antitoxin RNase, primary screen, biochemical, fluorescence, uHTS | 0.32% of 350,000 active | FAM/BHQ RNA-DNA oligo cleavage fluorescence, 5 h | activation, % at 20 µM | Endoribonuclease toxin MazF (Escherichia coli (strain K12)), P0AE70; in the data active = activation above about 50%
DUSP3 inh: VHR1 phosphatase inhibitors, primary screen, biochemical, absorbance, uHTS; Dual specificity protein phosphatase 3 (Homo sapiens), P51452; recombinant VHR phosphatase, pNPP absorbance; inhibition, % at 13.3 µM; 0.52% of 290,000 active; in the data active = inhibition above about 50%; also: some compounds called inactive have numbers as strong as hits
PriA SSB inh: inhibitors of Klebsiella pneumoniae PriA binding to SSB C-terminal tail, primary screen, biochemical, AlphaScreen; inhibition, % at 33 µM; 0.6% of 430,000 active; AlphaScreen SSBct-PriA binding, biotinylated peptide; PriA–SSB C-terminal tail interaction (Klebsiella pneumoniae); in the data active = inhibition mostly above about 37%, no sharp cut-off; inactive = mostly below about 20%;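 also: plate controls were negative control peptide for no effect and reference peptide for full effect; strong numbers were not always called active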
TcdB inh: TcdB glycohydrolase inhibitors, primary screen, biochemical, single point, plate reader | Toxin B (Clostridioides difficile), P18177 | TcdB glycohydrolase enzymatic assay | inhibition, % at 9.99 µM | 0.24% of 350,000 active | AID 652162, 2013; in the data active = inhibition above about 10%
Target sequence (P18177 whole entry, looked up): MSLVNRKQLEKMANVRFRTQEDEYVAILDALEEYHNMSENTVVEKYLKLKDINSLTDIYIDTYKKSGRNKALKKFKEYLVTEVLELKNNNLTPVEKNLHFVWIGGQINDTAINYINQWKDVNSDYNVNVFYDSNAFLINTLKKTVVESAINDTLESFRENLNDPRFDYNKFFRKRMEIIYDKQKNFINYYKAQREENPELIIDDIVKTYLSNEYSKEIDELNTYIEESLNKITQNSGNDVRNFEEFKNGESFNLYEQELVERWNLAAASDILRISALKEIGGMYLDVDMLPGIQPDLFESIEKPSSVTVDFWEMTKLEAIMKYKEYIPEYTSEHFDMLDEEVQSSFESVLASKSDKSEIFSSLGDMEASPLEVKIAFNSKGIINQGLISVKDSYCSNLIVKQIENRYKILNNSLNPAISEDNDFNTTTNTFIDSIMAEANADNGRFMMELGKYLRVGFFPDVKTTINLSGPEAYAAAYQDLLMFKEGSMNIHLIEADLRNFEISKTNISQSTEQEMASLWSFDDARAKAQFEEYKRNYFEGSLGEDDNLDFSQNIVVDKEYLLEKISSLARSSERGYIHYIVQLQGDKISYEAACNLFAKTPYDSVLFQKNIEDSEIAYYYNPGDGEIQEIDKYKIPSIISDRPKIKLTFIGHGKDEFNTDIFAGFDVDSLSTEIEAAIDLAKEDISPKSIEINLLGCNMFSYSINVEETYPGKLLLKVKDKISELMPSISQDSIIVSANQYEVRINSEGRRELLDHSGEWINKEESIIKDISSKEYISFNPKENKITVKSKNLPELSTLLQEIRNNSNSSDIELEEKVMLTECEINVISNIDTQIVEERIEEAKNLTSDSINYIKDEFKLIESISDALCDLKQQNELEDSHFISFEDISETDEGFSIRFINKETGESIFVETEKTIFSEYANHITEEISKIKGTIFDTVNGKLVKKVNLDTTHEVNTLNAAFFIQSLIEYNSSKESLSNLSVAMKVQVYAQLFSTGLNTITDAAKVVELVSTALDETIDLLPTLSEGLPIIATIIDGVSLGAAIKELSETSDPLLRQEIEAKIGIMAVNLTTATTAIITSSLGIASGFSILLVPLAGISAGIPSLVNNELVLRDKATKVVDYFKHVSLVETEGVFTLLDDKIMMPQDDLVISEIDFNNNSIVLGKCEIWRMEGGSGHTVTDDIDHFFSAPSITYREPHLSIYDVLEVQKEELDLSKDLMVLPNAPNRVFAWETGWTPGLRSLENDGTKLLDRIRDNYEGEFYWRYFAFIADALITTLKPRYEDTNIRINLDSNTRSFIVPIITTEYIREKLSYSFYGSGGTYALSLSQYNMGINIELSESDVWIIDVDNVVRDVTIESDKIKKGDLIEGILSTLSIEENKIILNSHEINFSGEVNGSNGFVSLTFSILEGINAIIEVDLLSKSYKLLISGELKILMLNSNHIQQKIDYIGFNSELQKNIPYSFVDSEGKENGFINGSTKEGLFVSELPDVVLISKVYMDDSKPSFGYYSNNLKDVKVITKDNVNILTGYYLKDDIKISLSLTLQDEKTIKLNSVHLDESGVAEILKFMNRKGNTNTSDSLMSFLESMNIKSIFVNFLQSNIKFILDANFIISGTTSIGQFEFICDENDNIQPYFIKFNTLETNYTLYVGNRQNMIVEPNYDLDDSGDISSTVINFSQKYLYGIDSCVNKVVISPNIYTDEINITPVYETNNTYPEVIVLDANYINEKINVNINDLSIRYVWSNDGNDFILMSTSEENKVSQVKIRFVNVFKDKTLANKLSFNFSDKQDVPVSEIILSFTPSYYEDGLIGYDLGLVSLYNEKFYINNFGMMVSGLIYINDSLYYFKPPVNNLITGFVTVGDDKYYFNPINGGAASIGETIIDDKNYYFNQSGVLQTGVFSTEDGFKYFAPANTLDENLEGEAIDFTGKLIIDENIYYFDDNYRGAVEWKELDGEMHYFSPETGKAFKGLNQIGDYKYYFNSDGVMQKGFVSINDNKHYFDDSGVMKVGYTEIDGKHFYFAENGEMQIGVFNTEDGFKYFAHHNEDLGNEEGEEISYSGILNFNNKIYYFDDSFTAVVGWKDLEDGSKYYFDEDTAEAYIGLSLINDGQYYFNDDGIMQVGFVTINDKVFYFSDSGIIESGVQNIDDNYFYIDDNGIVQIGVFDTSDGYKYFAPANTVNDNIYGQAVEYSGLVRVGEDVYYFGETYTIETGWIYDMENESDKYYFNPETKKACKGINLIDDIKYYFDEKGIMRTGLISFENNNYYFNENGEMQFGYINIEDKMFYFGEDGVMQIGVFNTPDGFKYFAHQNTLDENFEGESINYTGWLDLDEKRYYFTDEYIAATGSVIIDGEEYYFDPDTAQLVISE
SARS 3CLpro inh: SARS-CoV 3CLpro protease inhibitors, primary screen, biochemical, quenched FRET | inhibition, % at 6 µM | recombinant SARS-CoV 3CLpro, quenched FRET peptide cleavage | AID 1706, 2009 | 0.14% of 290,000 active | Replicase polyprotein 1ab (Severe acute respiratory syndrome coronavirus), P0C6X7; in the data active = inhibition above about 12%
PrPC TRFRET: inhibitors of human cell surface prion protein PrPC, primary screen, cell-based, TR-FRET | inhibition, % at 13.8 µM | 0.43% of 370,000 active | AID 720596, 2013 | Major prion protein (Homo sapiens), P04156 | TR-FRET read-out; in the data active = inhibition above about 24%; also: 0% = median of the test wells and 100% = reference compound wells
CCHFV vOTU inh: CCHFV vOTU protease inhibitors, primary screen, biochemical, Pep-AMC substrate, fluorescence; 0.55% of 370,000 active; inhibition, % at 11.5 µM; AID 651958, 2012; in the data active = inhibition above about 30%; also: 0% = vehicle wells with enzyme and 100% = no enzyme wells
Y pestis TopoI: Yersinia pestis topoisomerase I inhibitors, primary screen, biochemical, cleavage product accumulation, plate reader, single point; activity, % at 10 µM; AID 504884, 2011; Y. pestis Topo-I cleavage product accumulation; 0.064% of 360,000 active; DNA topoisomerase I (Yersinia pestis CO92); in the data active = activity above about 50%, passing the limit was not always enough; also: inactives centre near 2
* marks the source's active call; other numbers are inactive results; i = inactive; . = no result given; & = joins results of further samples. Some of the compounds tested; the hit share may differ from the screen's.

SMILES	Rv3671c protease	BH1578 lux ind	MazEF act	DUSP3 inh	PriA SSB inh	TcdB inh	SARS 3CLpro inh	PrPC TRFRET	CCHFV vOTU inh	Y pestis TopoI
COc1ccccc1N1CCN(S(=O)(=O)c2cc3[nH]c(=O)c(=O)[nH]c3cc2C)CC1	-5	-0.3	-6	24	10	1.8	0	-8	20	6
CC(C)CCN1CC(C(=O)NCc2ccc(F)cc2)CC1=O (stereo unspecified)	-5	-7.7	3	-8	-11	.	1	-1	-23	1
CCOc1ccc(N(CC(=O)Nc2ccccc2Cl)S(C)(=O)=O)cc1	-2	-0.9	-15	59*	-17	1.1	1	3	8	-8
O=C(C1=C[C@@H](C2CC2)C[C@@H](OCc2ccc(CO)cc2)O1)N1CCN(Cc2ccccc2)CC1	7	0.6	0	14	-3	1.2	0	3	0	2
CCOC(=O)c1ccc(NC(=O)c2ccc(NC(=O)c3ccccc3)cc2)cc1	-15	i	0	21	-20	.	-1	0	6	6
O=C(CCCC(=O)OCC(=O)c1cccs1)Nc1ccc(F)cc1	-5	i	-14	10	-13	-1.3	1	3	9	2
CCc1c(C)nc(SCC(=O)N2C(C)CCCC2C)[nH]c1=O (stereo unspecified)	-4	i	-8	23	-7	2.8	0	0	1	2
CC(Cc1cnccn1)NC(=O)c1cc(COc2ccc(F)cc2F)on1 (stereo unspecified)	-3	0.7	2	-10	0	-0.9	-3	9	2	-1
Cc1cc(NC(=O)c2cccs2)ncc1NC(=O)C(C)(C)C	7	i	5	11	-13	1.0	0	-5	2	-18
O=C(O)CCC(=O)N1CCC(n2nnc3cc(C(F)(F)F)ccc32)CC1	5	-0.3	6	21	-7	-0.1	-3	-5	-10	-4

Overlap with the part before: three compounds, followed by the next part.
SMILES	Rv3671c protease	BH1578 lux ind	MazEF act	DUSP3 inh	PriA SSB inh	TcdB inh	SARS 3CLpro inh	PrPC TRFRET	CCHFV vOTU inh	Y pestis TopoI
CC(Cc1cnccn1)NC(=O)c1cc(COc2ccc(F)cc2F)on1 (stereo unspecified)	-3	0.7	2	-10	0	-0.9	-3	9	2	-1
Cc1cc(NC(=O)c2cccs2)ncc1NC(=O)C(C)(C)C	7	i	5	11	-13	1.0	0	-5	2	-18
O=C(O)CCC(=O)N1CCC(n2nnc3cc(C(F)(F)F)ccc32)CC1	5	-0.3	6	21	-7	-0.1	-3	-5	-10	-4
Cc1cc(=O)nc2c3ccccc3n(CC(=O)NC3CCCCC3)n12	-5	-0.3	6	18	0	0.5	-5	5	5	8
O=C1NN(c2ccccc2)C(=O)/C1=C\c1cccn1-c1ccc(Cl)c([N+](=O)[O-])c1	3	i	-5	16	0	.	4	-1	-3	-12
Cc1cc(=O)[nH]c(S/C=C/c2ccccc2)n1	5	-0.2	-5	21	-3	1.1	-5	2	-11	-2
CCN(CC)CCn1c2c(c(SCC(=O)Nc3cc(C)cc(C)c3)nc1=O)CCC2	-4	-2.4	5	.	-3	2.8	.	-4	-10	3
CCCN1C(=O)/C(=C/c2ccc(C)o2)SC1=Nc1ccc(OCC)cc1	-7	i	1	0	14	.	0	4	-4	-8
COc1cc(/C=C2/C(=N)N3N=C(CC(=O)N4CCOCC4)SC3=NC2=O)ccc1OCc1ccccc1	-16	-0.2	-3	-4	-14	0.4	0	-4	-10	-3
CC(=O)Nc1ccc(S(=O)(=O)N2CCSC2c2ccc(Cl)cc2)cc1 (stereo unspecified)	-12	i	5	19	5	.	3	4	7	-13
Cc1cc(Cl)ccc1OCC(=O)NNC(=O)C1CCN(c2ncnc3sc(C)c(C)c23)CC1	-15	-2.8	-15	.	0	1.3	.	7	18	28
O=C(Cc1ccccc1)NC(=S)Nc1ccc(N2CCCCC2)cc1	-16	-0.3	-4	-10	42&56	-0.2	2	10	19	8
CCCNC(=O)C(CC)NS(=O)(=O)c1ccc(OC)cc1 (stereo unspecified)	0	i	13	14	-1	.	3	-2	5	0

Of the compounds above, these contain an aryl thioether with sulfur outside any ring:
SMILES	Rv3671c protease	BH1578 lux ind	MazEF act	DUSP3 inh	PriA SSB inh	TcdB inh	SARS 3CLpro inh	PrPC TRFRET	CCHFV vOTU inh	Y pestis TopoI
CCc1c(C)nc(SCC(=O)N2C(C)CCCC2C)[nH]c1=O (stereo unspecified)	-4	i	-8	23	-7	2.8	0	0	1	2
Cc1cc(=O)[nH]c(S/C=C/c2ccccc2)n1	5	-0.2	-5	21	-3	1.1	-5	2	-11	-2
CCN(CC)CCn1c2c(c(SCC(=O)Nc3cc(C)cc(C)c3)nc1=O)CCC2	-4	-2.4	5	.	-3	2.8	.	-4	-10	3

Continued:
SMILES	Rv3671c protease	BH1578 lux ind	MazEF act	DUSP3 inh	PriA SSB inh	TcdB inh	SARS 3CLpro inh	PrPC TRFRET	CCHFV vOTU inh	Y pestis TopoI
COc1ccc([C@H]2CC(=O)C=C(c3ccc4ccn(C)c4c3)C2)cc1	-17	i	-19	.	2	1.6	.	11	0	-4
CC(=NO)C1(C)CC=CCC1CO (stereo unspecified)	.	-1.4	-5	.	.	0.0	.	-2	3	-5
Cc1ccc(Cn2cc(/C=N/NC(=O)Cc3nnc(NC(=O)c4ccc(C)cc4)s3)c3ccccc32)cc1	2	-0.6	7	-1	.	-0.6	1	2	4	13
CCN(CC(=O)NCc1cccs1)C(=O)/C=C/c1cccc(OC)c1OC	1	-3.7	3	.	-5	2.4	.	0	7	0
CCOC(=O)N1CCC(NC(=O)C2=C(C)C(=O)OC23CCC(C)CC3)CC1 (stereo unspecified)	-2	-0.1	7	34	6	1.3	2	5	-6	6
CCC(NC(=O)c1ccccc1NC(=O)c1ccc(C)cc1)C(=O)O (stereo unspecified)	0	i	5	22	7	.	3	-7	1	0
Cc1cc(OCC(=O)c2cccc(C(F)(F)F)c2)n2cnnc2n1	0	i	14	20	-10	1.0	5	-2	-6	3
COc1ccc(C(=O)Nc2cc3c(cc2Cl)OCCCO3)cc1	3	-0.7	-47	14	-22	.	2	2	3	10
CCOc1nc(NCCN2CCOCC2)nc(NC(C)C)n1	2	i	-6	5	-19	.	-6	3	6	0
COC(=O)CCCC(=O)N1CCC(CO)(CCc2ccccc2)CC1	5	-0.7	7	-14	-7	1.8	-1	2	-11	4
Cn1c(CNC(=O)C(C)(C)C)nc2ccccc21	2	-17	8	23	2	.	5	-5	-13	3
CN(C)c1ccc(CNC(=O)CN2C(=O)COc3ccc(S(=O)(=O)N4CCCC4)cc32)cc1	0	-6.2	2	13	-2	-6.2	-3	6	9	-9
O=C(CN1CCOCC1)Nc1c2c(nc3ccccc13)N(Cc1ccccc1)CC2	0	-6.2	0	13	-7	.	-2	-6	-40	9
CC(Cc1ccccc1)N(C)C(=O)CN1C(=O)c2ccccc2C1=O (stereo unspecified)	.	-0.9	7	.	-13	0.1	.	-10	2	12
Nc1cc2c(cc1[N+](=O)[O-])OCCO2	-5	i	2	2	-6	.	3	-28	12	-6
CCOc1ccccc1N(CC(=O)O)S(=O)(=O)c1ccccc1	-5	5.9	3	0	-12	.	-1	-4	-3	-6
Cc1cc(C)c(NC(=S)N(CCCN2CCN(C)CC2)Cc2cccs2)c(C)c1	2	-0.4	0	8	1	-0.2	2	-7	-3	-5
Cc1ccc(S(=O)(=O)NCC(=O)N(CC(=O)NCC2CCCO2)CC2CCCO2)cc1 (stereo unspecified)	10	-4.3	0	9	0	-0.2	0	-3	-1	7
CCCCOc1ccc(-c2cc(C(=O)NNC(=S)NCC)c3ccccc3n2)cc1	8	-0.3	-7	-15	13	0.9	4	.	.	4
COc1ccc(N2CCN(c3nc(NC(C)(C)C)nc(N4CCCCC4)n3)CC2)cc1	-4	i	4	21	45	.	1	1	8	19
c1ccc(CNc2c3c(nc4ccccc24)CCC3)cc1	5	-0.2	13	-2	2	1.7	-5	9	-7	0
CC(C)OC(=O)Cn1nc(C(F)(F)F)c2c1CCCC2	5	i	-1	-4	-17	0.9	-1	-2	-5	4
C[C@@H](C(=O)NCCc1c[nH]c2ccccc12)[C@@H]1C[C@@]1(C)[C@@H](NC(=O)OCc1ccccc1)c1ccccc1	-5	i	-1	16	-1	0.9	3	-1	-1	14
O=C(Nc1cccc(S(=O)(=O)N2CCCCC2)c1)Nc1ccc(Cl)cc1Cl	-271	-0.2	25	-1	-2	-1.1	-2	9	1	-12
Cc1cccc(/C=N/N(CCO)C2=NS(=O)(=O)c3ccccc32)c1	-6	-0.3	-11	-2	.	1.4	-1	1	8	2
O=C(O)C1C2C=CC(C2)C1C(=O)NC1CCS(=O)(=O)C1 (stereo unspecified)	1	i	5	-9	-21	.	-7	2	6	-10
CSc1ncc(-c2ccc(Cl)cc2)[nH]1	1	i	3	-8	8	1.7	-5	8	6	-5
O=S(=O)(c1cc(Cl)ccc1Cl)N1CCCCC1	-2	i	1	-17	-21	.	1	8	-6	4
CN(C)c1ccc(/C=N\NC(=O)c2cccc3cc[nH]c23)cc1	14	-0.6	11	4	.	0.9	1	7	9	-13
O=C(CSc1nc(-c2ccncc2)nn1CC(=O)N1CCCCC1)NC1CCCC1	-10	-1.4	0	-5	6	.	-2	4	-13	0
C=CCSC1=N/C(=C\c2ccc(C(=O)O)cc2)C(=O)S1	4	-0.4	0	-10	-15	-2.5	0	5	6	-2
O=C(COc1ncnc2ccccc12)Nc1cccc([N+](=O)[O-])c1	12	-1.0	-7	7	7	0.5	-3	-13	-10	-3
CCc1c(SCCC(=O)O)nc2ccccc2c1C	-5	i	15	15	-4	0.0	0	4	-6	-2
CS(=O)(=O)Nc1ccc(C(=O)NCC2CCCO2)cc1 (stereo unspecified)	8	-0.1	2	-5	-10	.	-3	-9	1	-5
COCCn1c(N2CCN(c3ccc(OC)cc3)CC2)nc2c1c(=O)n(C)c(=O)n2C	8	-0.2	-1	-18	-5	.	-4	7	-15	14
Cc1nn(C)cc1C1C2=C(CC(C)(C)CC2=O)N(c2ccccc2)C2=C1C(=O)CC(C)(C)C2	7	i	-7	-5	-10	.	1	0	-7	5
Cc1cccc(NC(=O)Cn2cnc3c(cnn3-c3ccc(F)cc3)c2=O)c1C	-10	.	-12	-2	-12	1.1	0	3	3	3
Cc1ccc(C)n1-c1ccc(C(=O)Nc2ccccc2F)cc1	2	i	1	7	-13	0.5	-4	0	-7	4
CCC(=O)Nc1ccc(-c2cc3ccccc3oc2=O)cc1	-7	-0.3	0	22	-1	1.3	2	-5	3	-6
CCCCC(=O)OCC(=O)c1ccc(OCC)cc1	-15	i	-2	9	-30	.	-2	-2	-1	10
COc1ccc(OP(=O)(Nc2ccccc2)Nc2ccccc2)cc1	-4	i	6	10	-10	1.8	-1	5	8	0
COCCn1nnnc1C(c1ccccc1)N1CCN(C(=O)c2ccco2)CC1 (stereo unspecified)	-9	-3.3	4	-20	-11	2.0	-5	0	4	1
COCCN(C(=O)C1CC(=O)N(Cc2ccccc2)C1)c1nc(-c2ccc([N+](=O)[O-])cc2)cs1 (stereo unspecified)	-12	-0.5	-3	.	12	0.2	.	-7	-2	21
CCn1c(CSc2n[nH]c(N)n2)nc2cc(C(=O)O)ccc21	23	-0.5	-18	40	-4	-1.0	1	0	-12	10
COc1ccccc1OCC(=O)Nc1cc(Cl)ccc1N1CCCCC1	-12	-0.7	-9	.	-10	2.1	.	3	1	32
CCCC(=O)N1CCC1(C)C(=O)Nc1ncc(C(=O)OC)s1 (stereo unspecified)	.	i	.	.	.	0.2	.	3	0	-1
C/C(=N\NC(=O)COc1ccccc1)c1cccs1	2	-0.3	8	-4	.	.	-1	-3	7	8
